Compound activity (PubChem)
TDP43 rescue: rescues yeast growth from TDP-43 toxicity; TDP-43 expressing yeast growth rescue, BacTiter-Glo, 24 h; Potency, µM (top dose mostly 46.1 µM), without a hit: top-dose growth rescue (activation), usual class: activators; 410,000 compounds, 1.8% hits; AID 652104; note: potency is the fitted concentration of half-maximal effect; % of control where 0% means no effect; nearly all actives have a fitted effect of over 50% in size
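Yeast expressing TDP-43 (pregrown in raffinose, seeded at OD600=0.02 in galactose medium) exposed to compounds 24 hr at 30 deg C. Growth read by BacTiter-Glo luminescence; rescue of toxicity appears as increased signal.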
KB-V1 MDR tox: kills drug-selected multidrug resistant KB-V1 cells. KB-V1 MDR cells viability, CellTiter-Glo, 72 h. Potency, µM (titrated, usually from 46.1 µM), for inactives: at the highest dose activity change, negative = cytotoxicity, actives largely listed as cytotoxic. 400,000 compounds, 3.4% hits; note: potency is the fitted concentration of half-maximal effect; % is set by controls: 0 for no effect and ±100 for the full control effect; nearly all actives have a fitted effect of over 60% in size
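Drug-selected KB-V1 cells, grown in DMEM lacking phenol red with 10% FBS, receive compound titrations; after three days at 37 degrees C, surviving cell ATP is quantified by CellTiter-Glo luminescence and responses normalized and curve-fitted.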
aSyn rescue: alpha-synuclein toxicity inhibition in yeast | Yeast expressing alpha-synuclein, growth rescue, BacTiter-Glo, 24 h | Potency, µM (doses to about 46.1 µM), without a hit: top-dose growth rescue (activation), most hits filed as activators | 370,000 compounds, 0.14% hits | AID 652106; note: potency is the fitted concentration of half-maximal effect; % of control where 0% means no effect; nearly all actives have a fitted effect of over 65% in size
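Galactose-induced alpha-syn yeast (OD600=0.02, raffinose-pregrown) + pinned cpd, 24 hr, 30 deg C; growth by BacTiter-Glo luminescence. Growth restoration scores as activation.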
PTHR1 ag: activates the human parathyroid hormone receptor PTHR1 | Q03431 | HEK293 GP2 PTHR1 cells, GloSensor cAMP luminescence, 1 h | 410,000 compounds, 0.075% hits | AID 743266 | Potency, µM (doses to about 115 µM), for the others: at the highest dose activation, actives largely listed as activators; note: potency is the fitted concentration of half-maximal effect; nearly all actives have a fitted effect of over 55% in size; some results filed as inactive show a strong effect at the top dose; inactives centre near -15; many of its hits are not listed in these tables
Target sequence (Q03431 whole entry, looked up): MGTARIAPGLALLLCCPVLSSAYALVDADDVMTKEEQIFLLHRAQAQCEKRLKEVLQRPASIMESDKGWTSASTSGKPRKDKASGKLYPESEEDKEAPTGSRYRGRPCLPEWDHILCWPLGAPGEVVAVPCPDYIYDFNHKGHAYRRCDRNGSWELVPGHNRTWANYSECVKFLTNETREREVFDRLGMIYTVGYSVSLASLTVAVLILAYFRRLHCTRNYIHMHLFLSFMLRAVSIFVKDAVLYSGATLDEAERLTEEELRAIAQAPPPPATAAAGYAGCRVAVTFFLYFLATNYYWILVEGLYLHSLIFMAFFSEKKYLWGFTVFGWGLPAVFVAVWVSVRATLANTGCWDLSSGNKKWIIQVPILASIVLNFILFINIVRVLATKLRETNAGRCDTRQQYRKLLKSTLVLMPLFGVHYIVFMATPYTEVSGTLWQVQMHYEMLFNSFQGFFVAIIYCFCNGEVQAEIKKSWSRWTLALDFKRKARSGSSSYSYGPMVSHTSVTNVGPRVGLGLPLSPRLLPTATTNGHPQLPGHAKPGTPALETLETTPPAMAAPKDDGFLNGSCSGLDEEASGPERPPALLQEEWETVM
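HEK-293-derived GP2 cells expressing PTHR1 and a GloSensor cAMP reporter, 3,000/well, plated overnight, given luciferin plus IBMX (each 0.5 mM as added) for 1 h at 37 °C, then compound for 1 h at 37 °C. Luminescence was read after 15 min at room temperature.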
GLP-1R agonist: GLP-1 receptor (human) agonism; HEK293 GLP-1R CRE-luciferase, luminescence, 4-6 h; cells express a hypersensitive GLP-1R form; Potency, µM (series often up to 45.6 µM), for inactives: at the top dose activation, hits mostly activators; AID 624172; P43220; 380,000 compounds, 0.007% hits; note: potency is the fitted concentration of half-maximal effect; % of control where 0% means no effect
Target sequence (P43220 whole entry, looked up): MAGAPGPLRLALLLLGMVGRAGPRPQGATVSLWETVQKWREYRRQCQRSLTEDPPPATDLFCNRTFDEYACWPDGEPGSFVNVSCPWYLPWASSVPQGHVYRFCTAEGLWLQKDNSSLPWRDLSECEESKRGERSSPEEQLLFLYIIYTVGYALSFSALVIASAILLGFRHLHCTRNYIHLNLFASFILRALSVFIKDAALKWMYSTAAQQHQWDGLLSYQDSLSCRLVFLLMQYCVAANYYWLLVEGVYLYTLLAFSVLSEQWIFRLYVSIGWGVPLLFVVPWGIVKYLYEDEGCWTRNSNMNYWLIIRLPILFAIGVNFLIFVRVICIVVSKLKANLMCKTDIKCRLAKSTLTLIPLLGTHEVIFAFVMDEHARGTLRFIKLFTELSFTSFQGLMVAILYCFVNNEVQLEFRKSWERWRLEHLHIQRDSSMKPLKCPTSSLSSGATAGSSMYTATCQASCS
GLP1R inv ag: GLP-1 receptor (human) inverse agonism. P43220. HEK293 GLP-1R CRE-luciferase, luminescence, 24 h; GLP-1R form is constitutively active. Potency, µM (doses to about 38.3 µM), for the others: at the highest dose activity change, negative = inhibition, hits mostly inhibitors. 410,000 compounds, 1.6% hits. AID 624417; note: potency is the fitted concentration of half-maximal effect; % is set by controls: 0 for no effect and ±100 for the full control effect; nearly all actives have a fitted effect of over 55% in size
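Seeding at 200 cells/uL, 12 h culture, 24 hr compound treatment, then luciferase reagent and a luminescence read; cells are HEK293 stably expressing a constitutively active GLP-1R plus cAMP-responsive luciferase.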
GLP1R cytotox: cytotoxic in the GLP-1 receptor inverse agonist counter-screen | HEK293 cAMP-luciferase reporter cells, luminescence, 24 h | Potency, µM (highest dose often 38.3 µM), without a hit: at the highest dose activity change, negative = inhibition, usual class: inhibitors | 410,000 compounds, 0.13% hits;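 note: loss of luciferase light is scored as toxicity; potency is the fitted concentration of half-maximal effect; % is set by controls: 0 for no effect and ±100 for the full control effect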
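Compound-treated cells are incubated 24 hr at 37 deg C under 5% CO2 after a 12 hour attachment period, then luciferase detection reagent is added and luminescence is measured following 12 min at room temperature; lowered signal indicates toxicity.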
D3 antag: D3 dopamine receptor (human) antagonism. P35462. D3R cells, DiscoveRx beta-arrestin luminescence, antagonist mode; active compounds read low. max response, negative = inhibition, %. 360,000 compounds, 2.5% hits. AID 652054; in the data active = max response below about -50%; inconclusive = no clear call, values can overlap the other calls; note: % is set by controls: 0 for no effect and ±100 for the full control effect; mostly tested at two doses, the higher about 12 µM
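Cells plated overnight at 1500 cells/well, then exposed to library compounds with dopamine controls for 90 minutes at 37 degrees C. DiscoveRx reagent added for 30–60 minutes at room temperature; luminescence read, quantitative HTS format.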
D3 ag: agonists of human D3 dopamine receptor | D3R DiscoveRx beta-arrestin cells, luminescence, 90 min | AID 652048 | max activation, % | P35462 | 410,000 compounds, 0.58% hits; in the data active = max activation above about 30%; note: 0% is about no effect; mostly tested at two doses, the higher about 12 µM
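Cells at 1500/well, incubated overnight, then treated with pinned compounds (dopamine as control) for 90 min at 37 degrees C. DiscoveRx reagent added for 30 - 60 minutes at room temperature; luminescence read.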
* marks the source's active call; other numbers are inactive results; i = inactive; ? = inconclusive; . = no result given; & = joins results of further samples; [ ] = dose if it differs, or a comment. Unless noted, calls come from the whole dose curve; as a rule, active = well fitted curve in the direction sought with a large enough effect; inconclusive = small, poorly fitted or top-dose-only effect, or another doubt; inactive = no such curve, though single readings can be large; an effect the other way counts as inactive or inconclusive. The list is partial. The share of hits here may be higher or lower than overall.

Values run as follows: GLP1R inv ag | D3 antag | PTHR1 ag | TDP43 rescue | GLP1R cytotox | aSyn rescue | GLP-1R agonist | KB-V1 MDR tox | D3 ag
CCOc1cc(C(=S)N2CCCCC2)ccc1OS(=O)(=O)c1ccc(Cl)cc1
→ 0% | -18 | -23%[57.5 µM] | -15% | 3% | -3% | -3% | 2.9µM* | -19
O=C(COC(=O)c1ccc(=O)[nH]c1)Nc1cccc(S(=O)(=O)N2CCOCC2)c1
→ 5% | -16 | i | 10% | 1% | -5% | -3% | -1% | -6
CCC1CCCCN1CCCNC(=O)Cn1cnc2sc(C)c(S(=O)(=O)N3CC(C)CC(C)C3)c2c1=O (stereo not drawn)
→ ? | -16 | i | 12% | -4% | -1% | 2% | 15% | -24
CCCc1nc(S(=O)(=O)Cc2ccc(Cl)cc2Cl)n[nH]1
→ -30% | 2 | -4% | -17% | -2% | -3% | -10% | -24% | -1
CCCCNC(=O)C1(C)CCC(=O)N1CC(F)(F)F (stereo not drawn)
→ 3% | 31 | -12% | 11% | 3% | -8% | -1% | -12% | 2
CCOc1ccc(NC(=O)Cn2nnc(C(=O)NCc3ccco3)c2N)cc1
→ 4% | -1 | -8%[57.5 µM] | 6% | -22% | -4% | -11% | -2% | -1
CSc1ccc(CN(C)CC(=O)NCc2ccccc2)cc1
→ ? | -5 | -62%[inhibitor] | -24% | -7% | -6% | 14% | ? | -11
CC1(C(=O)Nc2cccc(C#N)c2)CCN1C(=O)c1ccccc1CCc1ccccc1 (stereo not drawn)
→ ? | 15 | -12% | ? | -5% | -7% | -3% | -26% | 1
CCOC(=O)C1(CCCc2ccccc2)CCN(C(=O)COC)CC1
→ -5% | 1 | i | 19% | 5% | 10% | 10% | 4% | 5
CCOC(=O)C1CCN(c2ccc(-c3cccs3)nn2)CC1
→ 4% | 10 | -18% | -50%[inhibitor] | 11% | -35%[inhibitor] | 0% | ? | 11
COc1ccc(NC(=O)c2coc3ccccc23)cc1OC
→ 12% | -67* | -7%[57.5 µM] | 6% | -5% | -6% | 16% | -10% | -13
Cn1c(=O)c2c(SCC(=O)NCC3CCCO3)nc(-c3cccc(F)c3)nc2n(C)c1=O (stereo not drawn)
→ 0% | . | i | 6%[9.22 µM] | 4% | . | . | 0% | -6
COc1ccccc1Nc1ccc(C(=O)NC2CCCCC2)cn1
→ -27% | -24 | i | -10% | -7% | -2% | 5% | -35% | -17
O=C(NCc1ccco1)c1c(F)c(F)c(F)c(C(=O)NCc2ccco2)c1F
→ 8% | 15 | -5% | 20% | 3% | -3% | 1% | 4% | 5
COCCNC(=O)Cn1c(=O)n(Cc2ccc(C(=O)NCCc3ccc(OC)c(OC)c3)cc2)c(=O)c2ccccc21
→ 27%&13% | 5 | ? | -12%&-17% | -4%&1% | -5% | 0%&1% | 3%&19% | 13&-12

Values run as follows: GLP1R inv ag | D3 antag | PTHR1 ag | TDP43 rescue | GLP1R cytotox | aSyn rescue | GLP-1R agonist | KB-V1 MDR tox | D3 ag
CC1CC(C)CN(S(=O)(=O)c2cc(C(=O)O)c(Cl)s2)C1 (stereo not drawn)
→ 0% | -9 | -8% | 17% | -11% | 3% | -8% | -12% | -6
Cc1ccccc1-c1ccc(Nc2ccc(C(=O)N3CCOCC3)cc2)nn1
→ 0% | ? | i | -11% | -5% | 3% | -11% | 15µM* | 6
Cc1nn(-c2cccc(C(F)(F)F)c2)c(Cl)c1/C=N/n1cnnc1
→ 33%[activator] | 12 | 10%[57.5 µM] | 17% | -2% | 5% | 16% | -12% | 0
Cc1ccc(S(=O)(=O)NC(=O)Nc2cc(C)ccc2F)cc1
→ -9% | 25 | 3%[57.5 µM] | -10% | 9% | -2% | 7% | 0% | 1
CCc1ccc(NC(=O)Nc2cc(C(=O)NCC3CCCO3)ccc2N2CC3CC(C2)c2cccc(=O)n2C3)cc1 (stereo not drawn)
→ 8% | -4 | -3% | -1% | -1% | -1% | 8% | 0% | 6
COc1ccc(-c2noc(N3CCC(C(=O)Nc4ccc(F)cc4)CC3)n2)cc1
→ 15% | 12 | -24% | 15% | 3% | -1% | -3% | -2% | 2
Cc1ccc2cc3cc(C(=O)Nc4ccc(F)cc4Cl)oc3nc2c1
→ -4% | . | i | 12% | 10% | . | . | . | 15
COc1ccc(CCNC(=O)c2ccc(N3CCCC3=O)cc2)cc1
→ 1% | 0 | -19%[57.5 µM] | 10% | -10% | 1% | 0% | ? | 0
O=C(Nc1cccc(Cl)c1)N1CCN(C2c3ccccc3-c3ccccc32)CC1
→ ? | -9 | -3% | -19% | -5% | -3% | 0% | 0% | -5
CC(C)(C)C(=O)N1CCn2c1nc1ccccc12
→ -11% | 0 | i | 6% | -1% | 2% | 8% | 12% | 2
OC(CNCc1ccccc1F)COc1cccc2ccccc12 (stereo not drawn)
→ ? | -9 | i | -7% | -9% | -1% | 0% | -19% | -14
O=C(CCC(=O)Nc1ccccc1)N/N=C/c1ccc2c(c1)OCO2
→ 14% | 8 | i | -3% | 0% | 2% | 10% | -1% | -6
Cc1c(NC(=O)CCCCCN2C(=O)C3C4C=CC(C4)C3C2=O)c(=O)n(-c2ccccc2)n1C (stereo not drawn)
→ -18% | -3 | -9% | 24% | -3% | 0% | -3% | 10% | -2
Cc1ccc(CCc2nnc(SCC(=O)Nc3ccccc3Cl)n2-c2ccccc2)o1
→ ? | 13 | -31%[inhibitor] | 25% | -15% | 7% | 13% | -1% | 3
COc1ccc(C#Cc2ccc3c(=O)c4ccccc4n(C)c3c2)cc1
→ 1% | 21 | 18% | ? | 9% | -6% | 8% | 25% | 25

7 of these compounds in a different format:
compound	GLP1R inv ag	D3 antag	PTHR1 ag	TDP43 rescue	GLP1R cytotox	aSyn rescue	GLP-1R agonist	KB-V1 MDR tox	D3 ag
Cc1nn(-c2cccc(C(F)(F)F)c2)c(Cl)c1/C=N/n1cnnc1	33%[activator]	12	10%[57.5 µM]	17%	-2%	5%	16%	-12%	0
Cc1ccc(S(=O)(=O)NC(=O)Nc2cc(C)ccc2F)cc1	-9%	25	3%[57.5 µM]	-10%	9%	-2%	7%	0%	1
CCc1ccc(NC(=O)Nc2cc(C(=O)NCC3CCCO3)ccc2N2CC3CC(C2)c2cccc(=O)n2C3)cc1 (stereo not drawn)	8%	-4	-3%	-1%	-1%	-1%	8%	0%	6
COc1ccc(-c2noc(N3CCC(C(=O)Nc4ccc(F)cc4)CC3)n2)cc1	15%	12	-24%	15%	3%	-1%	-3%	-2%	2
Cc1ccc2cc3cc(C(=O)Nc4ccc(F)cc4Cl)oc3nc2c1	-4%	.	i	12%	10%	.	.	.	15
COc1ccc(CCNC(=O)c2ccc(N3CCCC3=O)cc2)cc1	1%	0	-19%[57.5 µM]	10%	-10%	1%	0%	?	0
O=C(Nc1cccc(Cl)c1)N1CCN(C2c3ccccc3-c3ccccc32)CC1	?	-9	-3%	-19%	-5%	-3%	0%	0%	-5

Remaining list, next part.
Values run as follows: GLP1R inv ag | D3 antag | PTHR1 ag | TDP43 rescue | GLP1R cytotox | aSyn rescue | GLP-1R agonist | KB-V1 MDR tox | D3 ag
CCCCn1c(N)c(N(CCC(C)C)C(=O)COC(=O)Cc2ccc(Cl)cc2)c(=O)[nH]c1=O
→ -17% | 6 | i | 23% | ? | -1% | -27% | -23% | 2
COc1ccccc1NC(=O)c1ccc(C(=O)c2ccccc2)o1
→ 14% | -3 | -35% | ? | -1% | 6% | 26% | 3% | 2
CCc1nc2sc3c(N4CCCCC4)ncnc3c2c2c1CCCC2
→ 3% | . | i | ? | -1% | . | . | 8% | 7
COCc1cc(NCc2ccc(Cl)cc2)nc(C)n1
→ -11% | -3 | -13% | 15% | 1% | 1% | 18% | 1% | 2
CN(CCC#N)C(=O)COC(=O)c1ccc2c(c1)C(=O)N(C1CCCCC1)C2=O
→ 2% | 19 | i | 15% | -9% | -1% | 0% | 22% | -9
Cc1ccc(C(=O)NCc2ccco2)cc1S(=O)(=O)Nc1cccc(Cl)c1
→ -4% | 5 | -21%[57.5 µM] | -6% | 4% | 1% | 2% | 2% | 1
CC1CC2C3CCC4=CC(=O)CCC4(C)C3CCC2(C)C1(O)C(=O)CO (stereo not drawn)
→ -39% | -1 | i | -13% | 6% | 12% | 7% | -12% | -5
CN(Cc1nc(-c2ccc(Cl)cc2)no1)C(=O)c1ccc2c(c1)OCO2
→ ? | 17 | -27% | -13% | 3% | 10% | 21% | 9% | 7
CCOC(=O)[C@H]1[C@H]2COc3ccc(OC)cc3[C@@H]2N2C(=O)CN(Cc3ccc(F)cc3)C(=O)[C@@]12C
→ -5% | 18 | -24% | 12% | 3% | 3% | 18% | 2% | 4
CC(C)(C)NC(=O)C(c1ccncc1)N(C(=O)CNC(=O)c1ccco1)c1ccc2c(c1)OCO2 (stereo not drawn)
→ 0% | 5 | -24% | -1% | -26% | 4% | -10% | 14% | 14
O=C(Nc1ccc2c(c1)nc1n2CCCCC1)c1cc(S(=O)(=O)N2CCOCC2)ccc1Cl
→ -26% | 33 | -16%[57.5 µM] | -5% | 3% | -3% | 9% | -1% | -12
COc1ccc(N2CCN(C(=O)c3cc(C4CC4)nn3-c3ccccc3)CC2)cc1
→ ? | -20 | -90%[inhibitor] | ? | 1% | -7% | 5% | 16% | -11
CCCCn1c(SCC(=O)c2ccc3c(c2)OCCO3)nnc1-c1ccoc1C
→ -9% | -9 | -13% | 20% | 8% | 22% | 0% | -17% | -7
